JMJD2C inh: inhibitors of human GASC-1 (JMJD2C) demethylase; GST-JMJD2C(1-420) H3K9me3 demethylation, DELFIA europium; inhibition, % at 2.35 µM; hit rate 0.069% among 330,000; AID 2099;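 active = more than half of a compound's replicate wells show inhibition beyond 50%, single wells judged on their own value; inconclusive = some, but no more than half, of replicates pass 50% inhibition; inactive = no replicate passes 50% inhibition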;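 note: signal counts dimethyl H3K9 product captured on neutravidin plate; 0% = median of DMSO wells and 100% = 0.3 times that DMSO median; strong numbers were not always called active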
Target sequence (Q9H3R0 1-420 limits assumed): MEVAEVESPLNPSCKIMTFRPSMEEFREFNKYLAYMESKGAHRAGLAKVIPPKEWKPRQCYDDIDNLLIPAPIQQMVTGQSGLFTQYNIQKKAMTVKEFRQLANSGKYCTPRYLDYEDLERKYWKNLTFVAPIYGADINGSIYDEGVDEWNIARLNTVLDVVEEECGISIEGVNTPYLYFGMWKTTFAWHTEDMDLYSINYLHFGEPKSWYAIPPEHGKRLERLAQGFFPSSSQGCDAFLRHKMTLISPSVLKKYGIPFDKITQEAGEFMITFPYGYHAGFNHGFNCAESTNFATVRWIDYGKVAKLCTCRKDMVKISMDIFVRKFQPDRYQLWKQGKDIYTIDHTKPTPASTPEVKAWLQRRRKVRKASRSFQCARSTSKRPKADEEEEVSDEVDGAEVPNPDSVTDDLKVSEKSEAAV
RPL19A-GFP yeast: yeast TOR pathway RPL19A-GFP modulation. AID 2025. hit rate 0.3% among 330,000. percent response vs DMSO, % at 10 µM. S. cerevisiae RPL19A-GFP strain, flow cytometry, 3 h; active compounds read low;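 active = percent response vs DMSO below 50%; inconclusive = fewer than 70 events counted for the yeast strain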;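 note: median channel GFP fluorescence of the barcoded RPL19A-GFP strain; ratio of sample median GFP to plate DMSO average so 100% = DMSO; lower means less RPL19A-GFP as with rapamycin TOR inhibition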
LAP4 TOR yeast: yeast TOR pathway LAP4-GFP modulation; S. cerevisiae LAP4-GFP multiplex, flow cytometry GFP, 3 h; median GFP as percent of DMSO wells; GFP response vs DMSO, % at 10 µM; hit rate 0.34% among 320,000;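 active = GFP response vs DMSO above a set limit, about the screen mean plus 3 SD, cut at about 150% in these data; inconclusive = under 70 cell events counted for the yeast strain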
AGP1 TOR yeast: alters AGP1-GFP fluorescence in TOR pathway yeast screen; hit rate 0.02% among 320,000; S. cerevisiae AGP1-GFP multiplex flow cytometry, 3 h; GFP as percent of DMSO wells; GFP response vs DMSO, % at 10 µM;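 active = GFP response relative to DMSO above a set limit, near screen average plus 3 SD, cut at about 150% in these data; inconclusive = fewer than 70 cells counted for the yeast strain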;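 note: median GFP channel fluorescence of the gated AGP1 strain per well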
GRK2 inh: blocks RNA aptamer binding to human GRK2 | bead flow cytometry, FAM-aptamer displacement from GRK2 | inhibition of aptamer binding, % at 10 µM | hit rate 0.59% among 330,000 | AID 488847;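 active = inhibition of aptamer binding above 40%, roughly 3 SD of noise, on plates passing a quality check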;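 note: median bead fluorescence of bound FAM aptamer so fluorescent compounds give negative values; no value below 0 was filed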
Target sequence (P25098 whole entry, looked up): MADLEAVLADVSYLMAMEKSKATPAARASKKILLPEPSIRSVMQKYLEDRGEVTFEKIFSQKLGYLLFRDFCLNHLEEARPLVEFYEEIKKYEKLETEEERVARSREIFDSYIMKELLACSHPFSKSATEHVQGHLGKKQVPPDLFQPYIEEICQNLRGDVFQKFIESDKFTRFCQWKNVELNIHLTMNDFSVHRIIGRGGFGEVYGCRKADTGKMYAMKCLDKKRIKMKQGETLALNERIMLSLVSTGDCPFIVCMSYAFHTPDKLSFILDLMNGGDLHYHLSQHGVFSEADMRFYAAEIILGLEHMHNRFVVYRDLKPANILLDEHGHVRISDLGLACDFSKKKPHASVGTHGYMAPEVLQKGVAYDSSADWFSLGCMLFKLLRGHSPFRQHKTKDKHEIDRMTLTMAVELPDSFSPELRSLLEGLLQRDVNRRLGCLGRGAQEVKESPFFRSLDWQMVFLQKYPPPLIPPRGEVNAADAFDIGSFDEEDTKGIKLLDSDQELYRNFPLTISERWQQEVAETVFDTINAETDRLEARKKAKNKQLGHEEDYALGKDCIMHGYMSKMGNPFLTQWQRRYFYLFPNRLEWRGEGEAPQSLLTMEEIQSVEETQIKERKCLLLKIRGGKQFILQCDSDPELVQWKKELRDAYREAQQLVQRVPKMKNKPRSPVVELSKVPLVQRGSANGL
VLA-4 inh: inhibition in a human VLA-4 binding assay; VLA-4 expressing cells, ligand binding flow cytometry; inhibition, % (about 7 µM as worked out from the volumes in the protocol); AID 2557; hit rate 0.2% among 330,000; P13612; in the data active = inhibition above about 50%
MEP2 TOR yeast: modulators of TOR pathway MEP2-GFP in S. cerevisiae. GFP response vs DMSO, % at 10 µM. hit rate 0.51% among 330,000. AID 2016. S. cerevisiae MEP2-GFP strain, flow cytometry GFP, 3 h; 100% = DMSO control level;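 active = GFP response versus DMSO above a set limit, roughly screen mean plus 3 SD, cut at about 180% in these data; inconclusive = fewer than 70 cells counted for a yeast strain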;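 note: median GFP fluorescence of the barcode-gated MEP2-GFP cells per well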
CIT2-GFP yeast: yeast TOR pathway CIT2-GFP modulation; GFP response vs DMSO, % at 10 µM; hit rate 0.065% among 320,000; S. cerevisiae CIT2-GFP strain, flow cytometry, 3 h; 100 means same as DMSO wells;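 active = GFP response relative to DMSO above a set limit, near the screen mean plus 3 SD, cut at about 150% in these data; inconclusive = Fewer than 70 cells measured for a yeast strain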;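 note: ratio of well median GFP fluorescence to mean of DMSO wells on the plate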
Active calls of the source: *.

What do the screens show for `O=C(Nc1ccncc1)OCc1ccccc1`?
JMJD2C inh: 1.1; RPL19A-GFP yeast: 106.3; LAP4 TOR yeast: 89.5; AGP1 TOR yeast: 100.6; GRK2 inh: 1.0; VLA-4 inh: 14.3; MEP2 TOR yeast: 108.0; CIT2-GFP yeast: 106.4

Results for Cn1c(=O)[nH]c(=O)c2c1nc(SCC(=O)O)n2CCCc1ccccc1 ?
JMJD2C inh: 2.1; RPL19A-GFP yeast: 98.7; LAP4 TOR yeast: 93.4; AGP1 TOR yeast: 97.5; GRK2 inh: 3.0; VLA-4 inh: -2.9; MEP2 TOR yeast: 103.8; CIT2-GFP yeast: 103.6

Results for O=C(Nc1ccc(C(=O)N2CCCCC2)cc1)c1ccccc1Cl ?
JMJD2C inh: -6.8; RPL19A-GFP yeast: 97.1; LAP4 TOR yeast: 98.9; AGP1 TOR yeast: 97.0; GRK2 inh: 10.0; VLA-4 inh: 4.5; MEP2 TOR yeast: 97.2; CIT2-GFP yeast: 101.4

How did Cc1ccc(-c2nnc(SCC(=O)NC3CCS(=O)(=O)C3)nc2-c2ccc(C)cc2)cc1 (stereo unspecified) do in these assays?
JMJD2C inh: 11.9; RPL19A-GFP yeast: 104.8; LAP4 TOR yeast: 100.2; AGP1 TOR yeast: 103.8; GRK2 inh: 1.0; VLA-4 inh: 7.2; MEP2 TOR yeast: 101.2; CIT2-GFP yeast: 98.7

How did COCCCNC(=O)CCCN1C(=O)c2cccnc2Sc2ccccc21 do in these assays?
JMJD2C inh: -15.8; RPL19A-GFP yeast: 106.1; LAP4 TOR yeast: 91.2; AGP1 TOR yeast: 94.8; GRK2 inh: 0.0; VLA-4 inh: 4.9; MEP2 TOR yeast: 114.5; CIT2-GFP yeast: 100.6

How did Oc1ccc(Br)cc1-c1ccnn1-c1ccccc1 do in these assays?
JMJD2C inh: 14.1; RPL19A-GFP yeast: 107.0; LAP4 TOR yeast: 96.6; AGP1 TOR yeast: 96.3; GRK2 inh: 7.0; VLA-4 inh: 11.0; MEP2 TOR yeast: 108.4; CIT2-GFP yeast: 96.4

How did CCc1ccc(NC(=O)c2cc(-c3ccc(F)cc3)on2)cc1 do in these assays?
JMJD2C inh: -28.5; RPL19A-GFP yeast: 99.0; LAP4 TOR yeast: 103.8; AGP1 TOR yeast: 106.3; GRK2 inh: 2.0; VLA-4 inh: -2.3; MEP2 TOR yeast: 98.7; CIT2-GFP yeast: 97.6

What do the screens show for `Cc1cc(C)n(-c2ccc(C(=O)OCC(=O)Nc3ccccc3[N+](=O)[O-])cc2)n1`?
JMJD2C inh: -99.5; RPL19A-GFP yeast: 105.7; LAP4 TOR yeast: 104.2; AGP1 TOR yeast: 105.3; GRK2 inh: 1.0; VLA-4 inh: 4.1; MEP2 TOR yeast: 100.1; CIT2-GFP yeast: 106.5

Results for COc1cc2c(cc1NC(=O)CSc1nc3ccccc3[nH]1)oc1ccccc12 ?
JMJD2C inh: 5.3; RPL19A-GFP yeast: 99.3; LAP4 TOR yeast: 107.8; AGP1 TOR yeast: 99.2; GRK2 inh: 0.0; VLA-4 inh: 1.9; MEP2 TOR yeast: 104.3; CIT2-GFP yeast: 98.8

What do the screens show for `CCCCN(Cc1ccco1)S(=O)(=O)c1c[nH]c(C(=O)OC)c1`?
JMJD2C inh: -23.3; RPL19A-GFP yeast: 97.9; LAP4 TOR yeast: 96.1; AGP1 TOR yeast: 97.4; GRK2 inh: 6.0; VLA-4 inh: -7.8; MEP2 TOR yeast: 94.9; CIT2-GFP yeast: 96.8

Results for O=[N+]([O-])c1ccc(OCCCCCN2CCOCC2)cc1 ?
JMJD2C inh: 14.5; RPL19A-GFP yeast: 101.6; LAP4 TOR yeast: 95.3; AGP1 TOR yeast: 105.2; GRK2 inh: 0.0; VLA-4 inh: 8.7; MEP2 TOR yeast: 111.2; CIT2-GFP yeast: 104.8

Results for Cc1ccc(C(=O)NCc2ccco2)cc1S(=O)(=O)Nc1cccc(C)c1C ?
JMJD2C inh: 1.2; RPL19A-GFP yeast: 91.5; LAP4 TOR yeast: 94.2; AGP1 TOR yeast: 87.7; GRK2 inh: 3.0; VLA-4 inh: -1.3; MEP2 TOR yeast: 93.0; CIT2-GFP yeast: 103.5

What do the screens show for `CN(Cc1cccnc1)C(=O)CNC(=O)c1ccc(Cl)cc1Cl`?
JMJD2C inh: 2.6; RPL19A-GFP yeast: 89.0; LAP4 TOR yeast: 84.7; AGP1 TOR yeast: 81.9; GRK2 inh: 0.0; VLA-4 inh: 12.9; MEP2 TOR yeast: 79.7; CIT2-GFP yeast: 87.0

How did O=C(Nc1ccnn1C1CCN(Cc2cc(Cl)ccc2O)CC1)C1CC1 do in these assays?
JMJD2C inh: 14.8; RPL19A-GFP yeast: 100.8; LAP4 TOR yeast: 97.4; AGP1 TOR yeast: 98.3; GRK2 inh: 0.0; VLA-4 inh: 25.6; MEP2 TOR yeast: 98.7; CIT2-GFP yeast: 92.2

Results for NC(=O)c1ccccc1OCC(=O)N1CCCc2ccccc21 ?
JMJD2C inh: inconclusive; RPL19A-GFP yeast: 97.2; LAP4 TOR yeast: 93.5; AGP1 TOR yeast: 98.3; GRK2 inh: 1.0; VLA-4 inh: 2.3; MEP2 TOR yeast: 104.0; CIT2-GFP yeast: 96.9

How did COc1ccc(CN2C(=O)CCC(C(=O)O)C2c2ccccc2)cc1 (stereo unspecified) do in these assays?
JMJD2C inh: -4.2; RPL19A-GFP yeast: 100.3; LAP4 TOR yeast: 108.5; AGP1 TOR yeast: 104.8; GRK2 inh: 0.0; VLA-4 inh: 1.8; MEP2 TOR yeast: 109.2; CIT2-GFP yeast: 103.2

Results for COC(=O)c1ccc(N2CCN(C)CC2)c(NC(=O)COc2ccc(OC)cc2)c1 ?
JMJD2C inh: 1.5; RPL19A-GFP yeast: 101.6; LAP4 TOR yeast: 91.0; AGP1 TOR yeast: 97.9; GRK2 inh: 4.0; VLA-4 inh: 42.0; MEP2 TOR yeast: 99.8; CIT2-GFP yeast: 94.0

What do the screens show for `COc1ccc(S(=O)(=O)NCC(=O)NC2CC2)cc1OC`?
JMJD2C inh: 1.1; RPL19A-GFP yeast: 105.0; LAP4 TOR yeast: 80.0; AGP1 TOR yeast: 98.6; GRK2 inh: 0.0; VLA-4 inh: -8.9; MEP2 TOR yeast: 97.4

How did COc1cc(/C=N/NC(=O)c2cccnc2)ccc1OCC(=O)Nc1ccc(C)cc1 do in these assays?
JMJD2C inh: 6.7; RPL19A-GFP yeast: 119.7; LAP4 TOR yeast: 96.2; AGP1 TOR yeast: 106.5; GRK2 inh: 0.0; VLA-4 inh: -3.1; MEP2 TOR yeast: 105.4; CIT2-GFP yeast: 105.3

What do the screens show for `CC1(C)CC(NC(=O)c2cc(S(=O)(=O)N3CCOCC3)ccc2Cl)CC(C)(C)N1`?
JMJD2C inh: -13.6; RPL19A-GFP yeast: 88.3; LAP4 TOR yeast: 90.0; AGP1 TOR yeast: 94.5; GRK2 inh: 0.0; VLA-4 inh: -0.4; MEP2 TOR yeast: 89.3; CIT2-GFP yeast: 90.2

How did FC(F)(F)c1cc(-c2ccccn2)nc2cc(-c3ccccc3)nn12 do in these assays?
JMJD2C inh: 26.3; RPL19A-GFP yeast: 97.2; LAP4 TOR yeast: 106.3; AGP1 TOR yeast: 103.7; GRK2 inh: 0.0; VLA-4 inh: 11.3; MEP2 TOR yeast: 90.8; CIT2-GFP yeast: 100.6

Results for Cc1ccc(C(=O)O)cc1NC(=O)CCc1ccccc1 ?
JMJD2C inh: -1.3; RPL19A-GFP yeast: 102.1; LAP4 TOR yeast: 99.5; AGP1 TOR yeast: 99.1; GRK2 inh: 7.0; VLA-4 inh: 2.6; MEP2 TOR yeast: 100.6; CIT2-GFP yeast: 96.3

What do the screens show for `CNC(=O)Nc1ccc(S(N)(=O)=O)cc1`?
JMJD2C inh: -1.0; RPL19A-GFP yeast: 102.8; LAP4 TOR yeast: 92.7; AGP1 TOR yeast: 96.7; GRK2 inh: 0.0; VLA-4 inh: 17.5; MEP2 TOR yeast: 99.6; CIT2-GFP yeast: 94.0

How did Cc1cccc(Nc2nc(N)c([N+](=O)[O-])c(N3CC(C)OC(C)C3)n2)c1 (stereo unspecified) do in these assays?
JMJD2C inh: 10.0; RPL19A-GFP yeast: 100.9; LAP4 TOR yeast: 101.2; AGP1 TOR yeast: 97.7; GRK2 inh: 2.0; VLA-4 inh: 4.2; MEP2 TOR yeast: 106.8; CIT2-GFP yeast: 103.1

How did C=CCNC(=O)c1ccc(C2SCC(=O)N2Cc2ccccc2)cc1 (stereo unspecified) do in these assays?
JMJD2C inh: -2.3; RPL19A-GFP yeast: 104.5; LAP4 TOR yeast: 118.2; AGP1 TOR yeast: 111.4; GRK2 inh: 0.0; VLA-4 inh: 9.0; MEP2 TOR yeast: 113.2; CIT2-GFP yeast: 106.5

How did Cc1ccc(S(=O)(=O)N2CCCC(NC(=O)N3CCN(c4ccccc4)CC3)C2)cc1 (stereo unspecified) do in these assays?
JMJD2C inh: -1.3; RPL19A-GFP yeast: 101.3; LAP4 TOR yeast: 102.3; AGP1 TOR yeast: 107.0; GRK2 inh: 2.0; VLA-4 inh: -2.6; MEP2 TOR yeast: 101.9; CIT2-GFP yeast: 102.5

What do the screens show for `CCOC(=O)C1(Cc2ccccc2)CCN(Cc2cn(CC(=O)OC)c3ccccc23)CC1`?
JMJD2C inh: 5.1; RPL19A-GFP yeast: 107.9; LAP4 TOR yeast: 105.4; AGP1 TOR yeast: 101.6; GRK2 inh: 0.0; VLA-4 inh: 2.8; MEP2 TOR yeast: 101.2; CIT2-GFP yeast: 98.8

Results for CC(C)N(C(=O)c1ccc(-c2ccccc2F)cc1)C(C)C ?
JMJD2C inh: 16.2; RPL19A-GFP yeast: 102.1; LAP4 TOR yeast: 117.9; AGP1 TOR yeast: 91.4; GRK2 inh: 2.0; VLA-4 inh: 13.3; MEP2 TOR yeast: 101.4; CIT2-GFP yeast: 74.9

How did CCn1c(CCCNC(=O)c2ccc(F)cc2)nc2ccccc21 do in these assays?
JMJD2C inh: -1.9; RPL19A-GFP yeast: 99.2; LAP4 TOR yeast: 100.7; AGP1 TOR yeast: 107.2; GRK2 inh: 0.0; VLA-4 inh: -1.0; MEP2 TOR yeast: 99.8; CIT2-GFP yeast: 114.8

Results for OCCC1CN(Cc2cccc3nccnc23)CCN1Cc1ccc(F)c(F)c1 (stereo unspecified) ?
JMJD2C inh: -6.0; RPL19A-GFP yeast: 108.0; LAP4 TOR yeast: 87.7; AGP1 TOR yeast: 103.0; GRK2 inh: 5.0; VLA-4 inh: 26.2; MEP2 TOR yeast: 106.5; CIT2-GFP yeast: 105.8

How did CC1(C)CC(=O)c2c(nn(-c3ccccc3)c2N)C1 do in these assays?
JMJD2C inh: -10.3; RPL19A-GFP yeast: 92.1; LAP4 TOR yeast: 92.5; AGP1 TOR yeast: 91.0; GRK2 inh: 1.0; VLA-4 inh: 7.9; MEP2 TOR yeast: 94.2; CIT2-GFP yeast: 92.3

What do the screens show for `Cc1sc(NC(=O)c2cccs2)nc1-c1ccccc1`?
JMJD2C inh: 47.3; RPL19A-GFP yeast: 103.0; LAP4 TOR yeast: 122.1; AGP1 TOR yeast: 100.7; GRK2 inh: 1.0; VLA-4 inh: -0.9; MEP2 TOR yeast: 101.9; CIT2-GFP yeast: 98.8

Screens (PubChem)
